AmpC inh det – blocks E. coli AmpC beta-lactamase in presence of detergent; Potency, µM (top dose mostly 28.7 µM), inactives show top-dose activity change, negative = inhibition; P00811; 71,000 tested, 0.09% active; purified AmpC, nitrocefin hydrolysis with detergent; active = well fitted curve in the direction sought with a large enough effect
Target sequence (P00811 whole entry, looked up): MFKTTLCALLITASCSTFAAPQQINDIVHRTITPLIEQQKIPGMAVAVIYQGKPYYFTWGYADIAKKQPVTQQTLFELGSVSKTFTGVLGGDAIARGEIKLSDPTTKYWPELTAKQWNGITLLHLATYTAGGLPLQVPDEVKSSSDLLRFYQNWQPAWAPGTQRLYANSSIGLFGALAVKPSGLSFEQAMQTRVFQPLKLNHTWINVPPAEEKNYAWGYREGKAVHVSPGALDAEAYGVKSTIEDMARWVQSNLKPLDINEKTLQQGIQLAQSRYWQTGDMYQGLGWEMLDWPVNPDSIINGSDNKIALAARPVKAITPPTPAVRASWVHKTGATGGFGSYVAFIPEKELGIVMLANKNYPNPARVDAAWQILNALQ
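E. coli AmpC (5.3 nM) in 20 mM phosphate pH 7.0 with 0.01% Triton X-100, preincubated 15 min RT with compound; nitrocefin (2 uL of 800 uM stock) hydrolysis followed by 480 nm absorbance every 20 s over 4 min.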
* marks the source's active call; other numbers are inactive results; [ ] = another dose, or the depositor's remark. % is scaled to controls: 0 for no effect and ±100 for the full control effect; potency is read from the fitted curve at half-maximal effect.

SMILES | AmpC inh det
CS(=N)(=O)CC[C@@H](N)C(=O)O (stereo not given in full) | 0.5%[12.8 µM]
COC(=O)c1[nH]c2cc(OC)ccc2c1NC(=O)CCN1CCN(Cc2ccc3c(c2)OCO3)CC1 | 2.1%
O=[N+]([O-])c1cc(-c2ccc([As](=O)(O)O)cc2)ccc1[As](=O)(O)O | 0.1%[5.75 µM]
CC1NC(=O)N(C)C2NC(=O)N(C)C(c3ccccc3)C12 (stereo not given) | -2.4%
Cc1cccc(NC(=O)c2ccc(NS(=O)(=O)c3c(C)noc3C)cc2)c1 | -3.9%
Cc1ccc(N=C2NC(=O)CS2)c(C)c1 | 10.2%
CCCCn1nnnc1NCc1ccc(OC)c(OC)c1OC | -1.6%
COc1ccc(C(=O)N2CCN=C2SCc2cccnc2)cc1OC | 1.2%
CNS(=O)(=O)c1cccc(C(=O)NCC(c2cccs2)N(C)C)c1 (stereo not given) | -3.5%
O=C1[C@@H]2[C@@H]3C=C[C@H]([C@@H]2C(=O)N1CN1CCSCC1)[C@@H]1[C@@H]2C(=O)N(CN4CCSCC4)C(=O)[C@@H]2[C@H]31 | -0.8%[5.75 µM]
CCOC(=O)Nc1ccc2c(C)cc(=O)oc2c1 | -1.3%
C=CCn1c(CNC(=O)CCC)nc2ccccc21 | -0.5%
O=C(C1COc2ccccc2O1)N1CCn2c(nc3ccccc32)C1 (stereo not given) | 10.6%
COc1ccc(-c2nnc(-c3ccc(N)cc3)o2)cc1 | -3.5%
O=C(CSc1nnc(-c2cccnc2)n1Cc1ccco1)c1ccc2ccccc2c1 | -3.0%
Cn1nc(-c2ccc(Cl)cc2)c2cc(C(=O)N3CCCC3)sc21 | 11.2%
COC(=O)c1cc(=O)c2ccc(OC)cc2o1 | -0.1%
Cc1ccc(N=Cc2nc(-c3ccco3)oc2O)cc1 | 15.6%
COc1ccc(Cc2nnc(SC)[nH]c2=O)cc1OC | 1.0%
CC1Cc2ccccc2N1C(=O)Cn1nnc(-c2ccccc2NC(=O)C2CCC2)n1 (stereo not given) | 8.1%
CCOc1ccccc1Oc1coc2cc(O)ccc2c1=O | 0.0%
O=C(c1cnc2sccn2c1=O)N1CCCc2ccccc21 | 10.4%
COc1ccc2nc(NC(=O)C3CCCN(S(=O)(=O)c4cccs4)C3)sc2c1 (stereo not given) | 9.3%
O=C(CCc1ccccc1)Nc1ccc(NC(=O)C2CC2)nc1 | 7.9%
O=C(c1csnn1)N1CCC[C@@]2(CCN(c3ccccc3)C2)C1 | -2.7%
Cn1c(=O)c2c(n(C)c1=O)=NC1(CCCCC1)N=2 | -4.2%
CC1(C)O[C@@H]2C[C@H]3[C@H]4C[C@H](F)C5=CC(=O)CC[C@]5(C)[C@@H]4[C@H](O)C[C@]3(C)[C@]2(C(=O)CO)O1 | 0.1%[12.8 µM]
CCOC(=O)c1sc(N)nc1-c1ccccc1 | 10.3%
Cc1[nH]c2ccccc2c1NC(=O)CN1CCN(Cc2ccc3c(c2)OCO3)CC1 | 11.4%
O=C(CC1CCCCC1)OCn1nnc2ccccc2c1=O | -2.5%
Clc1cccc(SC2CCNCC2)n1 | -1.5%
CCc1ccc(OC)c(S(=O)(=O)NCCOc2ccccc2)c1 | -3.1%
Cc1ccccc1N1C(=O)C(Cl)=C(N2CCN(c3ccccc3)CC2)C1=O | 7.1%
COc1ccc(C[C@H](N)C(=O)N[C@@H]2[C@H](O)[C@H](n3cnc4c(N(C)C)ncnc43)O[C@@H]2CO)cc1 | -0.3%[12.8 µM]
Cc1cc(C)c2[nH]c(=O)c(C(c3nnnn3Cc3ccc4c(c3)OCO4)N3CCC(C)CC3)cc2c1 (stereo not given) | 8.2%
N#Cc1nc(-c2ccc(Cl)cc2)oc1NCCc1ccccn1 | 1.8%
COc1ccc(Cl)cc1-n1c(=S)sc2c(=O)[nH]c(SCC(=O)NCC3CCCO3)nc21 (stereo not given) | 9.5%
N#CC1=C(N)SC(N)=C(C#N)C1c1cccc(Oc2ccccc2)c1 | 3.9%
N#CC1=C(N)C(C#N)(C#N)C(c2cccnc2)C2COCC=C12 (stereo not given) | -2.4%
COc1ccc(-c2nc3cc(NC(=O)c4ccc5c(c4)OCO5)ccc3o2)cc1 | -1.5%
O=C(Nc1nccs1)c1ccc(Cl)c(S(=O)(=O)N2CCCCC2)c1 | -0.7%
O=C(NC1CCCCC1)C(c1ccccc1)N1CCC2(CC1)OCCO2 (stereo not given) | -1.5%
Cc1ccccc1C(=O)Nc1ccc2nc3n(c(=O)c2c1)CCC3 | 7.9%
CC(=O)c1c(C)nc(-c2ccc(Cl)cc2)nc1NC(=O)C(C)C | 0.5%
CCc1nnc(NC(=O)CN2CCC(O)(c3ccccc3OC)CC2)s1 | 9.3%
COc1ccc(-n2c(Cc3cccs3)nnc2SCC(=O)Nc2ccc3c(c2)OCCO3)cc1 | -0.5%
CCOC(=O)N1CCC(O)(c2cc(C)c(C)cc2C)CC1 | -3.8%
Cc1noc(C)c1C(=O)Nc1sc(C)c(-c2ccccc2)c1C#N | -8.0%

Given with each value named: four of the compounds above
N#CC1=C(N)C(C#N)(C#N)C(c2cccnc2)C2COCC=C12 (stereo not given)
- AmpC inh det: -2.4%

Cc1ccccc1C(=O)Nc1ccc2nc3n(c(=O)c2c1)CCC3
- AmpC inh det: 7.9%

CCOC(=O)N1CCC(O)(c2cc(C)c(C)cc2C)CC1
- AmpC inh det: -3.8%

COc1ccc(-c2nc3cc(NC(=O)c4ccc5c(c4)OCO5)ccc3o2)cc1
- AmpC inh det: -1.5%

Carrying on:
SMILES | AmpC inh det
Cn1c(NC(=O)c2ccccc2C(F)(F)F)cc(=O)n(C)c1=O | 10.2%
CSCC[C@H](NC(=O)NCCC1=CCCCC1)C(=O)O | 1.5%
Cc1ccc(N2CC(C(=O)NC3=NCCS3)CC2=O)cc1 (stereo not given) | 0.4%
CCCCNC(=O)c1cc(-c2ccc(OC)c(OC)c2)on1 | 6.9%
O=C(Nc1c(F)cc(F)cc1Br)c1cc2nc(C(F)F)cc(C(F)F)n2n1 | 4.0%
CCCCNC(=O)CCCn1c(=S)[nH]c2cc3c(cc2c1=O)OCO3 | -7.7%
CC(C)N[C@@H](C)Cc1ccc(I)cc1 | -1.7%
CCN(CCO)Cc1cn[nH]c1-c1ccc(C)c(C)c1 | -3.4%
CCCCC(CC)COC(=O)c1ccc(C(=O)OCC(CC)CCCC)c(C(=O)OCC(CC)CCCC)c1 (stereo not given) | 8.7%
CC1CCCN(C(c2ccccc2)c2sc3ncnn3c2O)C1 (stereo not given) | 13.7%
Cc1cc(Nc2cccc(Cl)c2)n2ncnc2n1 | 1.8%
Cc1ccc2c(CC(=O)Nc3ccc(N4CCN(C)CC4)cc3C)coc2c1 | -4.6%
O=C(Cn1c(-c2ccco2)nc2ccccc21)N1CCCCC1 | 9.8%
COc1ccccc1NC(=O)c1ccc(NS(=O)(=O)c2c(C)noc2C)cc1 | -5.3%
Cc1nc(Nc2nc(-c3ccccc3)cc(=O)[nH]2)nc2ccccc12 | -4.0%
COc1ccc(C(=O)COC(=O)CCCn2c(=O)oc3ccccc32)cc1 | -5.2%
Cc1cc(C(=O)O)c(=O)[nH]c1C | -3.2%
O=C(O)CNC(=O)c1ccccc1NC(=O)c1ccco1 | 9.0%
CNC(=O)NCC12CC3CC(CC(C3)C1)C2 | 13.9%
CC(=O)Nc1ccc(S(=O)(=O)Nc2nc3ccccc3nc2N2CCCC2)cc1 | 10.1%
COc1cc(OC)cc(C(=O)NCC(=O)OC2CCOC2=O)c1 (stereo not given) | -2.5%
Oc1ccc(Cl)cc1/C=N/c1nccs1 | -1.3%
CN(Cc1ccccc1)S(=O)(=O)c1ccc2[nH]cc(C(=O)NCC3CCCO3)c(=O)c2c1 (stereo not given) | 2.6%
COc1ccc(C(=O)N2CCN(S(=O)(=O)N3CCOCC3)CC2)cc1OC | -2.0%
COc1ccc2cc(CN(Cc3ccco3)C(c3nnnn3C3CCCCC3)C(C)C)c(=O)[nH]c2c1 (stereo not given) | 0.7%
Cc1ccc(CS(=O)(=O)CCC(=O)NCc2ccc3c(c2)OCO3)cc1 | -1.3%
CSc1nc2ccc(NS(=O)(=O)c3ccc(Cl)s3)cc2s1 | -0.4%
COc1ccc(NC(=O)N(CCO)Cc2cc3c(C)cc(C)cc3[nH]c2=O)cc1 | -4.0%
COC(=O)c1c(NC(=O)CSc2nnnn2-c2ccccc2)sc2c1CCCC2 | -0.6%
Cn1c(SCc2ccc(C#N)cc2)nnc1-c1cccc(Cl)c1 | -4.1%
Cc1cc(NC(=O)CSc2nnc(Cc3ccccc3)o2)no1 | -1.3%
O=C(c1csnn1)N1CCC2(CC1)CN(c1ccncc1)C2 | -0.8%
COCCNC(=O)CN(c1ccc(C)cc1)S(=O)(=O)c1ccc(SC)cc1 | 6.8%
COCCN(CCOC)C(=O)c1c[nH]c2ccc(S(=O)(=O)N(C)c3ccc(F)cc3)cc2c1=O | 2.0%
Cc1nc2cnc(Nc3ccccc3)nc2n(CCc2ccccc2)c1=O | 0.8%
CC(=NC1CCCCC1)c1ccccc1O | -4.1%[5.75 µM]

Continued (6 carried over from the part before).
SMILES | AmpC inh det
Cc1cc(NC(=O)CSc2nnc(Cc3ccccc3)o2)no1 | -1.3%
O=C(c1csnn1)N1CCC2(CC1)CN(c1ccncc1)C2 | -0.8%
COCCNC(=O)CN(c1ccc(C)cc1)S(=O)(=O)c1ccc(SC)cc1 | 6.8%
COCCN(CCOC)C(=O)c1c[nH]c2ccc(S(=O)(=O)N(C)c3ccc(F)cc3)cc2c1=O | 2.0%
Cc1nc2cnc(Nc3ccccc3)nc2n(CCc2ccccc2)c1=O | 0.8%
CC(=NC1CCCCC1)c1ccccc1O | -4.1%[5.75 µM]
NC(=O)N1c2ccccc2CC(=O)c2ccccc21 | -3.3%
O=C1CC(N2CCN(c3ccc(Cl)c(Cl)c3)CC2)C(=O)N1 (stereo not given) | -3.4%
COc1ccc(OCC(=O)Nc2ccc(N3CCOCC3)cc2)cc1 | -1.2%
O=C(NCC1CCCO1)c1ccc2c(c1)N(Cc1ccccc1)C(=O)CS2=O (stereo not given) | 2.9%
COc1ccc(S(=O)(=O)N2CCCC2)c(C)c1C | -2.2%
Cc1cc(C)n(-c2ccc(C(=O)C(C#N)c3nc4ccccc4n3C)cc2)n1 (stereo not given) | -7.2%
COc1nc(NCC(C)C)nc(Oc2ccc(OCc3ccccc3)nn2)n1 | -5.8%
COc1cc(C(=O)Nc2ccc3c(c2)OCCO3)ccc1OC(F)F | -8.5%
O=C(O)CCc1ccc(-c2ccc(Cl)cc2)n1CC(=O)O | 0.0%
CC1=CC(C)(C)N(C(=O)c2ccc(F)cc2)c2cc3c(cc21)OCO3 | -2.2%
CCn1c(SCC(=O)Nc2nccs2)nnc1-c1cc2cccc(OC)c2o1 | -4.2%
CCOC(=O)C(O)(c1ccc(N(CC)S(=O)(=O)c2ccccc2)cc1)C(F)(F)F (stereo not given) | -4.0%
COCCNC(=O)c1cc(-c2cccc(OC)c2)on1 | 10.4%
C=CCn1c(N)c(C(=O)NCCC2=CCCCC2)sc1=S | 22.4%
CC1(C)CC(=O)C=C(Nc2ccc(F)cc2F)C1 | 7.0%
CN(C(=O)c1cc2n(n1)C(C(F)(F)F)CC(c1ccco1)N2)c1ccccc1 (stereo not given) | 5.2%
COc1ccc2c(c1)[C@]13CCCC[C@@H]1[C@H](C2)NCC3 | -0.9%
CC(=O)c1ccc(CCCC(=O)O)cc1 | -4.0%
COc1cccc(CNC(=O)Cn2cc3c(n2)CCCC3)c1 | 5.3%
CCOc1ccc(N2CCCCn3c2nc2c3c(=O)[nH]c(=O)n2C)cc1 | -0.4%
CCCn1c(NCc2cccs2)nc2ccccc21 | -4.4%
CCOC(=O)N1CCN(C(=O)CNS(=O)(=O)c2cccs2)CC1 | -5.5%
CCN(CC)C(=O)c1n[nH]c(=O)c2ccccc12 | -1.0%
Cc1cc(-c2nsc(=O)o2)c(S(C)(=O)=O)s1 | -2.8%
NCCc1ccc(S(=O)(=O)O)cc1[N+](=O)[O-] | -1.9%[5.75 µM]
O=C(NC1CC1)c1ccc(CSCc2cccc(F)c2)o1 | 3.5%
NC[C@@]12CCCC1C1CCC2C1 (stereo not given in full) | -1.8%
COc1ccc(CNCC(O)COCc2cccs2)cc1 (stereo not given) | -0.6%
C=CCn1c(N)c(C(=O)NCc2ccco2)sc1=S | -4.2%
Cc1ccc2c(c1)C1(C(=O)N2C)N2CC3(C)CN1CC(C)(C2)C3=O (stereo not given) | 9.5%
COC(=O)c1sccc1NC(=O)c1csc2c1CCCC2 | -0.7%
CCc1nnc(NC(=O)c2ccc(COc3ccccc3)o2)s1 | -3.4%
COc1ccc(N(CC(=O)NC(C)(C)C)S(=O)(=O)c2ccccc2)cc1OC | 11.4%
O=C(Nc1ccc(-c2nnc(-c3ccccc3)o2)cc1)c1ccc(Br)o1 | 1.7%
CCOC(=O)Cn1c(=O)oc2cc(S(=O)(=O)N3CCc4ccccc43)ccc21 | 12.3%
Cc1onc(-c2ccccc2Cl)c1C(=O)Nc1c(C)n(C)n(-c2ccccc2)c1=O | 1.0%
CCn1c(SCC(=O)Nc2ccc(S(=O)(=O)Nc3ccccn3)cc2)nnc1-c1ccncc1 | -3.8%
Cc1cc(C)n(CC(=O)O)n1 | 8.0%

Structures shown so far with a nitro group on carbon, in the order listed:
SMILES | AmpC inh det
O=[N+]([O-])c1cc(-c2ccc([As](=O)(O)O)cc2)ccc1[As](=O)(O)O | 0.1%[5.75 µM]
NCCc1ccc(S(=O)(=O)O)cc1[N+](=O)[O-] | -1.9%[5.75 µM]

Screening data as filed in PubChem BioAssay.

Not all compounds are listed. The share of hits here may be higher or lower than overall.
